IMPase Li cell – cell-permeable IMPase inhibitors with lithium potentiation; CHO-M1 cells, IP1 TR-FRET (IP-One), carbachol + lithium; 210,000 compounds, 0.35% hits; Potency, µM (series often up to 59.4 µM), without a hit: top-dose activity, negative = IMPase inhibition, usual class: inhibitors;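 note: IP1 builds up when IMPase is blocked and the TR-FRET signal falls; potency is the fitted concentration of half-maximal effect; plate controls were basal vehicle for no effect and high inhibitor control for full effect; nearly all actives have a fitted effect of over 50% in size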
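Readout is a homogeneous TR-FRET IP1 immunoassay (Ex 320, Em 665 and 620), where raised cytosolic IP1 lowers signal. Cells were CHO-M1 treated 30 min at 37C with test compounds plus a little lithium; AC50 values came from Hill-equation fitting.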
LMNA splice mod – LMNA splicing modulation. 200,000 compounds, 0.01% hits. AID 1487. Potency, µM (highest dose often 46.1 µM), for the others: at the top dose ratio change, negative = inhibition, most hits filed as inhibitors. HeLa LMNA splicing GFP/RFP minigene ratio, 48 h; active = well fitted inhibition curve with a large enough effect in the signal ratio, with a control signal flat, not every such curve was filed as active; inconclusive = small, poorly fitted or top-dose-only effect, or effect the other way, or a change in a side signal; the % refers to the signal ratio; note: potency is the fitted concentration of half-maximal effect; % is set by controls: 0 for no effect and ±100 for the full control effect
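Read-out is the ratio of GFP to DsRed2 object intensity, acquired by 488 nm laser-scanning cytometry on HeLa lamin A-EGFP minigene reporter cells. Compound incubation 48 hrs at 37 °C in Opti-MEM with 2% FBS; DMSO 0.5% final.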
NPSR antagonist – neuropeptide S receptor (human) antagonism, cAMP | Q6W5P4 | CHO-NPSR cells, cAMP TR-FRET, antagonist mode | Potency, µM (top dose mostly 38.3 µM), inactives show at the top dose activity change, negative = inhibition, most hits filed as inhibitors | 220,000 compounds, 1% hits | AID 1461; note: potency is the fitted concentration of half-maximal effect; % is set by controls: 0 for no effect and ±100 for the full control effect; nearly all actives have a fitted effect of over 50% in size; many of its hits are not listed in these tables
Epigenetic derep – epigenetic control regulation, reporter derepression; 280,000 compounds, 0.2% hits; AID 1865; Potency, µM (series often up to 53.9 µM), inactives show at the top dose GFP activation, hits mostly activators; murine LDR cells, GFP reporter derepression, 30 h; note: potency is the fitted concentration of half-maximal effect; % of control where 0% means no effect; nearly all actives have a fitted effect of over 60% in size
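In this reporter-derepression format, murine cells bearing a silenced integrated CMV-GFP locus incubate with test compound (30 h, 37 C), then are washed and imaged; fluorescent objects of 20–120 um count as induced cells.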
CBFb-RUNX1 inh – blocks binding between human CBF-beta and RUNX1 | Potency, µM (doses to about 59.8 µM), inactives show at the highest dose activity, negative = inhibition, actives largely listed as inhibitors | AlphaScreen CBFb-His/RUNX1-biotin binding, biochemical | 230,000 tested, under 10 active | AID 1477; note: % of control where 0% means no effect
Target sequence (Q01196 whole entry, looked up): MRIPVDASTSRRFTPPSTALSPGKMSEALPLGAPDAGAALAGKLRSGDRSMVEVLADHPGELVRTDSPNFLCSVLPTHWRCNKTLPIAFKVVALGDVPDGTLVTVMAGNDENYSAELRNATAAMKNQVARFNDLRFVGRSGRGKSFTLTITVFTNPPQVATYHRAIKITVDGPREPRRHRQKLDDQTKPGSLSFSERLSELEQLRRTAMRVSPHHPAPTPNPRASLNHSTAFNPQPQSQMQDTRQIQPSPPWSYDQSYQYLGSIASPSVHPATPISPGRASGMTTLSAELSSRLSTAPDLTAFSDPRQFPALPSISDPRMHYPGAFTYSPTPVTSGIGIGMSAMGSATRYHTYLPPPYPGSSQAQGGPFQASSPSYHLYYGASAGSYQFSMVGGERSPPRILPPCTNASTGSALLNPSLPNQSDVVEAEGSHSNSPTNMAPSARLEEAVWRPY
Target sequence (Q13951 whole entry, looked up): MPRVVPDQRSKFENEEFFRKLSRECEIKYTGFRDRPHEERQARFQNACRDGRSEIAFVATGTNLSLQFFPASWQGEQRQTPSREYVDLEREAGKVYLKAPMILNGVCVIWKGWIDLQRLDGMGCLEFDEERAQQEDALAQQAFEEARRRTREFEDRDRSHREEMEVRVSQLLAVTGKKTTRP
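Compounds were screened at multiple concentrations against a preformed CBF-beta(His)/RUNX1(biotin) complex (30 nM of each) for 15 min at room temperature, followed by 90 min with nickel and streptavidin beads and AlphaScreen reading.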
aGal spleen mod – inhibitors or activators of human alpha-galactosidase in spleen homogenate; P06280; human spleen homogenate, 4MU-alpha-Gal fluorescence, 40 min; Potency, µM (doses to about 80 µM), for the others: at the top dose activity change, negative = inhibition, hits mostly inhibitors; 240,000 compounds, 0.008% hits; AID 2107;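 note: potency is the fitted concentration of half-maximal effect; 0% = enzyme with vehicle and -100% = no enzyme basal signal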
Target sequence (P06280 32-429 limits assumed): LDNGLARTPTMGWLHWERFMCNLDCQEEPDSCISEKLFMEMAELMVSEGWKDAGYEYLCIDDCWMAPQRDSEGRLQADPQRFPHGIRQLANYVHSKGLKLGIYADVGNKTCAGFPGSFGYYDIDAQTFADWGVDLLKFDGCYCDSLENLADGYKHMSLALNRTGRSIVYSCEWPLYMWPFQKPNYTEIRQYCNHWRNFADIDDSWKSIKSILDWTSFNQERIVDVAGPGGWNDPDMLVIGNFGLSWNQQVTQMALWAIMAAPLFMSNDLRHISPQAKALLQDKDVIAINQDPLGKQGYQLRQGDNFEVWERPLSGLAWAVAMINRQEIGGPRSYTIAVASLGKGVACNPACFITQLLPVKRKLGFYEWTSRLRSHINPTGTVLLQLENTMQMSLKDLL
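Human spleen homogenate (1 ug) was the enzyme source, with 4-methylumbelliferyl-alpha-D-galactopyranoside (1 mM final) in pH 5.0 citrate buffer with 0.01% Tween-20. Compounds were titrated; after 40 min at 37C, NaOH/glycine stop, 4-MU fluorescence read; AC50 from Hill fits.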
KinaseGlo FLuc – blocks Kinase-Glo luciferase, a counter-screen artifact | Potency, µM (titrated, usually from 38.3 µM), for the others: at the highest dose activity change, negative = inhibition, actives largely listed as inhibitors | Q27757 | AID 1379 | Kinase-Glo luciferase, ATP luminescence, 8 min | 200,000 compounds, 0.28% hits; note: potency is the fitted concentration of half-maximal effect; % is set by controls: 0 for no effect and ±100 for the full control effect; nearly all actives have a fitted effect of over 60% in size
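Light output from Kinase-Glo luciferase with luciferin and 10 uM ATP in 50 mM imidazole pH 7.2, KCl, MgCl2, Tween 20, BSA; compound pin-delivered, 8-min ambient incubation, then luminescence read.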
Numbers without * were called inactive; ? = inconclusive; . = no result given; & = joins results of further samples; [ ] = dose if it differs, or a comment. Unless noted, calls come from the whole dose curve; as a rule, active = well fitted curve in the direction sought with a large enough effect; inconclusive = small, poorly fitted or top-dose-only effect, or another doubt; inactive = no such curve, though single readings can be large; an effect the other way counts as inactive or inconclusive. The list is partial; count on the stated rates, not on these rows.

SMILES	IMPase Li cell	LMNA splice mod	NPSR antagonist	Epigenetic derep	CBFb-RUNX1 inh	aGal spleen mod	KinaseGlo FLuc
CCOc1ccccc1N(CC(=O)NC(C)(C)C)C(=O)Cn1nnc(-c2ccc(C)o2)n1	18%[38.3 µM]	0%	-11%[46.1 µM]	-1.0%	-4%	9%	0%
Cc1ccc(NC(=O)CCn2nnc3ccccc32)c(C)c1	4%	4%[46 µM]	6%	-1.1%	-3%	-11%	-4%
CCc1c(C)nc(SCC(N)=O)c(C#N)c1C	23%[38.3 µM]	13%	-3%[46.1 µM]	2.1%	-1%	0%	-2%
CC(C)NS(=O)(=O)c1ccc(NC(=O)Cc2cccs2)cc1	-6%	-4%	9%	-0.3%	14%	6%	-2%
CCN(Cc1ccncc1)C(=O)C1CCN(S(=O)(=O)c2cccs2)CC1	1%[38.3 µM]	-1%	-3%[46.1 µM]	0.0%	4%	3%	-2%
CC(=O)N1CCCc2ccccc21	-1%[38.3 µM]	5%	9%[46.1 µM]	0.1%	8%	-5%	17%
COc1ccc(CN=C2NC(=O)CC(C(=O)Nc3ccc(Cl)cc3)S2)cc1 (configuration not stated)	-5%	-13%	1%	-1.0%	-2%	3%	0%
COc1ccc(C(=O)n2nc(-c3ccc(Cl)cc3)nc2N)cc1OC	10%[38.3 µM]	15%	-4%[46.1 µM]	1.1%	8%	5%	-2%
CC1(C)CC(=O)C=C(NNC(=O)c2ccc(N)cc2)C1	-4%	-7%	4%	-1.0%	-4%	4%	-3%
O=C1CCSc2ccc(Cl)cc2N1Cc1ccc(Cl)cc1	16%[38.3 µM]	?	-17%[46.1 µM]	-1.8%	7%	-6%	4%
Cc1ccnc2nc(C(=O)OCC(=O)Nc3ccccc3C(C)(C)C)nn12	-6%	9%[46 µM]	9%	1.3%	7%	-3%	-1%
Cc1ccc(-c2csc(NC(=O)C3=NN(c4ccccc4)C(=O)CC3)n2)cc1	10%	?	5%	-0.1%	4%	3%	-1%
Cc1ccc2nc(NC(=O)c3ccc(Cn4cc(Cl)cn4)o3)sc2c1	-2%	?	-11%[46.1 µM]	-0.8%	0%	7%	-1%
COc1cccc(C(c2nnnn2Cc2ccc(F)cc2)N2CCC(C(N)=O)CC2)c1OC (configuration not stated)	25%[38.3 µM]	-2%	-12%[46.1 µM]	-1.0%	6%	13%	0%
COCCCn1c(SCC(=O)NCc2ccco2)nc2sc3c(c2c1=O)CCC3	.	?	-21%[46.1 µM]	-1.0%	3%	-3%	.
CCCC(=O)Nc1ccc(Oc2ccc(NC(=O)CCC)cc2)cc1	-5%	-2%	4%[46.1 µM]	-0.8%	-4%	-1%	2%
O=c1cc(CSc2nnc(-c3cccnc3)n2-c2ccccc2F)nc2sccn12	-6%[38.3 µM]	5%	-9%[46.1 µM]	0.9%	-1%	3%	-1%
Cc1ccccc1Nc1nc(N)nc(COC(=O)CC2CC3CCC2C3)n1 (configuration not stated)	3%	?	-6%	2.0%	4%	-1%	-4%
CC(=O)N1CCN(c2ccccc2NC(=O)c2ccc(C#N)cc2F)CC1	9%	?	7%	-2.8%	0%	-1%	1%
COc1cc2oc(=O)cc(-c3cccc(-c4ccc(C(F)(F)F)cc4)c3)c2c(OC)c1OC	3%	.	.	6.2%	18%	-4%	3%[39.9 µM]
COc1ccc(N(C(=O)c2ccco2)S(=O)(=O)c2cc(Cl)c(Cl)cc2Cl)cc1	24%[38.3 µM]	-11%	?	0.0%	-4%	-5%	16%
CSc1c(-c2ccccn2)c(N)nn1C(=O)C1CCC1	.	?	-11%	3.3%	20%	13%	.
CC(=O)NCCN=Cc1sc2ccccc2c1O	10%[38.3 µM]	20%[0.0737 µM]	-22%[46.1 µM]	-0.9%	8%	4%	0%
COc1ccccc1-c1cncnc1NCc1cccnc1	2%	9%	.	8.9%	.	6%	1%
Cc1ccc(-n2nc(C)c(/C=N/NC(=O)c3cccnc3)c2Cl)cc1	-1%	?	8%	0.0%	-6%	10%	3%
COc1ccc2c(c1)CC/C(=C\Nc1ccc3c(c1)OCO3)C2=O	42%[activator][38.3 µM]	-22%	-19%[46.1 µM]	-1.0%	?	-1%	-9%
COCCN(C(=O)Cc1cccs1)C(C(=O)NCc1ccc(OC)cc1)c1ccc(C)cc1 (configuration not stated)	43%[activator][38.3 µM]	5%	-17%[46.1 µM]	-1.3%	6%	-8%	16%
COc1ccc(OC)c2sc(N3CCCCC3)nc12	31%[activator][38.3 µM]	13%	-5%[46.1 µM]	-0.8%	-2%	-24%	-3%
COC(=O)CSC1=NS(=O)(=O)c2ccccc21	21%[38.3 µM]	4%	-22%[46.1 µM]	0.9%	6%	2%	0%
O=C(N/N=C/c1c(-c2ccccc2)[nH]c2ccccc12)c1cccnc1	-1%	?	-22%	1.1%	4%	-5%	4%
CCc1nnc(NC(=O)CSc2nnc(-c3ccco3)n2CC)s1	5%[38.3 µM]	11%	8%[46.1 µM]	-2.0%	5%	2%	-1%
C[C@@H](C(=O)N1CCNCC1)n1cc(CCCN=C(N)N)nn1	2%	.	-24%	0.1%	9%	-5%	.
O=C(Nc1ccccc1)C1=C[C@H](C2CC2)C[C@H](OCCCCO)O1	3%	.	-7%	1.7%	0%	10%	.
Cc1ccc(/C=N\NC(=O)C2CC(=O)N(c3ccccc3)C2)o1 (configuration not stated)	.	.	-5%	3.0%	4%	6%	.
O=C(Cn1nc(C(F)(F)F)cc1C1CC1)NCc1ccccc1F	2%	18%	-2%	-1.0%	-3%	4%	1%
O=c1ccc(-c2ccc([N+](=O)[O-])cc2)nn1-c1ccccc1	1%	.	-6%	-0.1%	3%	2%	-2%
COc1ccc(N2CCN(S(=O)(=O)c3cccc4nsnc34)CC2)cc1	20%[38.3 µM]	-1%	-23%[46.1 µM]	0.0%	?	-5%	0%
CCCn1c(-c2ccccc2)nc2c(=O)n(C)c(=O)[nH]c21	?	1%	-4%[46.1 µM]	2.2%	3%	8%	-7%
COc1ccc(C(=O)Cc2ccc(OC)c(OC)c2)c(OC)c1	22%[38.3 µM]	?	-13%[46.1 µM]	1.9%	5%	-5%	18%
CCOc1ccc(-n2c(Cc3cc(=O)[nH]c(=O)[nH]3)nnc2SCC(=O)Nc2nnc(C)s2)cc1	2%	-5%[46 µM]	9%	-3.1%	0%	-5%	3%
COc1cc(NC(=O)CSCC(=O)Nc2cccc(C(F)(F)F)c2)c(Cl)cc1Cl	23%[38.3 µM]	?	-26%[46.1 µM]	-2.9%	-5%	1%	-1%
CCn1c(CN2CCN(CCO)CC2)nc2ccccc21	3%	.	13%	-2.2%	1%	5%	1%
CC[n+]1c(C=C2C=C(C)OC(C)=C2)sc2ccccc21	25%	.	-40%	7.9µM*	1%	1%	-1%
CN(C)N1C(N)=C(C#N)C(c2cccs2)C2=C1CC(C)(C)CC2=O (configuration not stated)	1%	?	-15%	9.1%	-6%	-23%	10%
Cc1cccc(-c2cccc(-c3cc(=O)oc4cc5c(cc34)OCO5)c2)c1	0%	.	.	-1.5%	11%[89.1 µM]	7%[119 µM]	1%[39.9 µM]
Cc1nc2ccccc2nc1OCC(=O)Nc1ccc(F)cc1	-5%	9%[46 µM]	7%	0.0%	1%	2%	-3%
CC(=O)c1c(C)[nH]c(C(=O)CSc2nnc(-c3ccco3)n2Cc2ccccc2)c1C	13%[38.3 µM]	?	?	0.0%	-5%	5%	-3%
COC(=O)c1c(NC(=O)C2Cc3ccccc3C(=O)O2)sc2c1CCCC2 (configuration not stated)	-3%	0%	-18%	1.1%	8%	3%	2%
N#C/C(=C\c1ccc(N2CCOCC2)o1)C(=O)NCC1CCCO1 (configuration not stated)	9%	-12%[46 µM]	24%	1.1%	0%	-3%	0%
CN1CCN(C(=S)c2cn(Cc3ccccc3)c3ccccc23)CC1	-1%	?	-29%	1.1%	-19%	-9%	0%

Exported as labelled records: two of the compounds above.
Compound: Cc1ccccc1Nc1nc(N)nc(COC(=O)CC2CC3CCC2C3)n1 (configuration not stated)
  IMPase Li cell: 3%	LMNA splice mod: ?	NPSR antagonist: -6%	Epigenetic derep: 2.0%	CBFb-RUNX1 inh: 4%	aGal spleen mod: -1%	KinaseGlo FLuc: -4%
Compound: CC(=O)N1CCN(c2ccccc2NC(=O)c2ccc(C#N)cc2F)CC1
  IMPase Li cell: 9%	LMNA splice mod: ?	NPSR antagonist: 7%	Epigenetic derep: -2.8%	CBFb-RUNX1 inh: 0%	aGal spleen mod: -1%	KinaseGlo FLuc: 1%

The list goes on.
SMILES	IMPase Li cell	LMNA splice mod	NPSR antagonist	Epigenetic derep	CBFb-RUNX1 inh	aGal spleen mod	KinaseGlo FLuc
CC1CC2C3CCC4=CC(=O)C=CC4(C)C3(F)C(O)CC2(C)C1(O)C(=O)CO (configuration not stated)	.	.	28%	0.0%	11%	2%	.
O=C(COC(=O)c1cccs1)Nc1ccc(S(=O)(=O)N2CCOCC2)cc1	-4%	0%	8%	-1.1%	2%	-2%	-1%
CC(C)(C)C1CCC2(CC1)NC(CO)(CO)CO2 (configuration not stated)	1%[38.3 µM]	-6%	5%[46.1 µM]	0.0%	1%	-4%	-3%
Cn1c(SCC(=O)NCc2ccccc2)nnc1C1CC1	-16%[38.3 µM]	5%	-22%[46.1 µM]	0.0%	5%	3%	-5%
COc1cc2c(cc1C(F)(F)F)N(C(=O)Nc1cc(F)cc(-c3cccnc3)c1)CC2	7%&18%	?	-7%[46.1 µM]	-1.2%&7.6%	9%	1%&-10%	-4%&0%
CC(=O)C1=C(O)C(=O)N(c2nccs2)C1c1ccc(F)cc1 (configuration not stated)	-17%	?	-11%	2.2%	-1%	6%	1%
CCOC(=O)c1cc(C)n(Cc2ccc(OCC)c(OC)c2)c1C	41%[activator][38.3 µM]	?	-19%[46.1 µM]	3.1%	-17%	-7%	-9%
COc1ccc(C(=O)NCc2ccc(Cl)c(Cl)c2)cc1OC	26%	?	1%	-6.7%	-5%	-4%	-1%
OC(CNc1ccccc1)COc1ccc(OCC(O)CNc2ccccc2)cc1 (configuration not stated)	28%[38.3 µM]	?	-8%[46.1 µM]	0.0%	-19%	9%	-5%
Cc1ccc(O)c(C(=O)c2cnn(C(=O)COc3ccccc3C#N)c2)c1	.	.	12%	4.3%	6%	-10%	.
COc1cc2[nH]c(=O)n(CCCCCC(=O)N3CCN(c4ccccn4)CC3)c(=O)c2cc1OC	33%[activator][38.3 µM]	9%	?	0.5%	22%	14%	-3%

Screens as filed in PubChem BioAssay.
